Source: PubChem (several laboratories)
ARFGAP1 inhibitor = inhibitors of rat ARFGAP1. inhibition, % at 16.5 µM. Q62848. AID 651572. actives 0.26% (n = 360,000). Arfgap1-stimulated ARF1 GTP hydrolysis, GDP FP detection;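 active = inhibition above a per-plate limit, mean inhibition of low control wells plus 3 SD, cut at about 25% in these data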;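 note: 0% = DMSO wells with enzyme and 100% = wells lacking Arfgap1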
Target sequence (Q62848 1-136 limits assumed): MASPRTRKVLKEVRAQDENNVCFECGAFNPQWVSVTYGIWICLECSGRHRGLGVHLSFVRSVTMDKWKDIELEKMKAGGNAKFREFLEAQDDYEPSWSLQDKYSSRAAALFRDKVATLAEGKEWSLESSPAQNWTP
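Material: rat Arfgap1 GAP domain (His6, aa 1-136), purified enzyme. Also added: human ARF1(Δ1-17)-GTP substrate. Compound dosing: 16.5 µM single point, 1.26% DMSO. Timing: enzyme reaction 120 min at 25 °C after 20 min preincubation. Signal: GDP detection by fluorescence polarization. Read-out basis: percent inhibition of GAP-stimulated GDP formation, scaled between DMSO and no-Arfgap1 medians.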
mABHD4 FP = inhibitors of mouse ABHD4. Q8VD66. purified mABHD4, FP-Rh probe fluorescence polarization. inhibition, % at 8.92 µM. actives 0.54% (n = 370,000). AID 720543;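 active = inhibition exceeding the mean over every tested compound plus 3 SD, cut at about 30% in these data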;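 note: 0% = plate median of compound wells and 100% = S159A mutant with DMSO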
Target sequence (Q8VD66 whole entry, looked up): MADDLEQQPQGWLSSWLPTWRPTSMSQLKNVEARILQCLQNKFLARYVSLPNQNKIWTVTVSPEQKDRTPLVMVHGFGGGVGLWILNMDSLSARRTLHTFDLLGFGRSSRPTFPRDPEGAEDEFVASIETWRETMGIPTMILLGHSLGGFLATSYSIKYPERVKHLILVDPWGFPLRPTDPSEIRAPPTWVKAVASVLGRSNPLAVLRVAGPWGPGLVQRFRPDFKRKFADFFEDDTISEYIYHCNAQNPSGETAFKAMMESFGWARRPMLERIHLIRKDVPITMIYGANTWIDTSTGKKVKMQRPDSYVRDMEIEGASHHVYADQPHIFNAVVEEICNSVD
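Material: mouse ABHD4 enzyme, wild type; Benchmarks: S159A mutant high control, sample median low control; Buffer or medium: HEPES pH 7.0, NaCl, Pluronic buffer; Signal: fluorescence polarization; Read-out: percent inhibition of probe binding, normalized to plate controls; Timing: pre-incubation 45 min, probe exposure 60 min, at 25 °C; Dosing: 8.92 µM, single dose.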
rCAG RNA binder = binds r(CAG) RNA repeats | r(CAG) RNA repeat, TO-PRO-1 dye displacement fluorescence | actives 1.3% (n = 370,000) | inhibition, % at 3 µM;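 active = inhibition above the plate cutoff, the mean of all test compounds on that plate plus 3 SD, cut at about 35% in these data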;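 note: 0% = DMSO alone and 100% = 100 µM mitoxantrone as full dye displacement; higher means more dye released from RNA so lower well fluorescence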
HTRA1 inh = blocks human HTRA1 serine peptidase | actives 0.5% (n = 340,000) | inhibition, % at 5.96 µM | recombinant HTRA1, FP-rhodamine activity-based probe, fluorescence polarization | Q92743; in the data active = inhibition above about 36%;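 note: 0% = enzyme with DMSO and 100% = wells lacking enzyme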
Target sequence (Q92743 whole entry, looked up): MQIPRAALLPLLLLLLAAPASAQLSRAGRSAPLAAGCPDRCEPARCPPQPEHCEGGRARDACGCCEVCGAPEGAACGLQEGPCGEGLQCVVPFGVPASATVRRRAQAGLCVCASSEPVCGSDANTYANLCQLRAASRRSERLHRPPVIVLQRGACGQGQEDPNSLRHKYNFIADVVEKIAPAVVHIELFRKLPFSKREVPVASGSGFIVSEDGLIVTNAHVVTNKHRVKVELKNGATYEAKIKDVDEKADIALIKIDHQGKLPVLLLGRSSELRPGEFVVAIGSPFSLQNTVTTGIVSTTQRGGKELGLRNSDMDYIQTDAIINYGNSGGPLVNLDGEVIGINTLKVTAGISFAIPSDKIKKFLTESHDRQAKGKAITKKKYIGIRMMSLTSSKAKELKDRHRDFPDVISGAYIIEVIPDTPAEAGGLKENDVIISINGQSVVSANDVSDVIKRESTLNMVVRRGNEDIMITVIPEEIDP
SMARCA2 activ = increases SMARCA2 function in MMTV reporter cells. MG213 cells, MMTV-luciferase reporter, dexamethasone, overnight. activation, % at 9.1 µM. actives 1% (n = 370,000). AID 652017; in the data active = activation above about 7.8%;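 note: 0% = vehicle wells and 100% = reference activator wells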
ASAP1 GAP inh = blocks human ASAP1-stimulated Arf1 GTP hydrolysis; Q9ULH1; GDP FP detection; inhibition, % at 16.5 µM; actives 0.19% (n = 360,000); in the data active = inhibition above about 25%;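 note: 0% = vehicle with enzyme and substrate and 100% = no enzyme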
GC-B act = GC-B (human) receptor activation; HEK293-GC-B cells, CNP EC30, cGMP TR-FRET; 0% at EC30 CNP, 100% saturating CNP; activation, % at 10 µM; actives 0.11% (n = 370,000); AID 1920062;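 active = activation at 10 µM reaching about 35% in either raw or pattern-adjusted values, limit read from the data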
NPR1 activator = GC-A (human) enzyme activation | P16066 | HEK293 GC-A cells, cGMP TR-FRET, EC30 ANP; 0% at EC30 ANP, 100% saturating ANP | activation, % at 10 µM | actives 0.14% (n = 370,000); in the data active = activation above about 40%
PG9 binder = binds the HIV-1 gp120 antibody PG9; AID 624416; actives 0.43% (n = 360,000); inhibition, % at 6.7 µM; TR-FRET gp120-PG9 antibody binding; in the data active = inhibition above about 8.5%
Rev-erbA mod = Rev-erb alpha (human) modulation; P20393; Rev-erbα–FITC-DNA binding, fluorescence polarization, 90 min; activity, % at 10 µM; actives 0.79% (n = 370,000); AID 1259318;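 active = activity above about 14%, limit read from the data; passing the limit was not always enough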;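 note: 0% = DMSO wells with 35 nM protein and 100% = DMSO wells with 750 nM protein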
Starred values were filed as active, the others as inactive; · = not tested or not shown.

canonical_smiles	ARFGAP1 inhibitor	mABHD4 FP	rCAG RNA binder	HTRA1 inh	SMARCA2 activ	ASAP1 GAP inh	GC-B act	NPR1 activator	PG9 binder	Rev-erbA mod
CC(C)(C)CNC(=O)c1ccc2c(c1)S(=O)(=O)c1cc(Cl)ccc1C2=O	-2	-2	-1	-1	-1	1	2	6	-1.1	-1
CCOc1ccc2nc(SCC(=O)c3ccc(Cl)s3)sc2c1	6	-11	5	-22	1	15	3	1	1.9	3
N=C1C(c2ccccc2)=C(O)CN1NC(=O)c1ccc(Cl)cc1	5	1	-2	10	0	5	-1	1	-1.7	-6
CCC(CC)(CC(=O)Nc1cccc(/C=C/c2nc(C3CCC3)cs2)c1)C(=O)O	·	-10	46*	·	2	·	-4	-4	·	-2
COc1ccc(OC)c(S(=O)(=O)Nc2ccccc2SC)c1	4	-17	0	4	-1	14	-10	-14	0.0	-1
Oc1cc2c(cc1C(c1ccc(Cl)c(Cl)c1)N1CCCC1)OCO2 (configuration not stated)	-1	5	10	-1	-6	4	-11	-36	0.5	1
COc1ccc(NC2CCCN(C(=O)c3cccc(N4CCNC4=O)c3)C2)cc1 (configuration not stated)	8	6	-1	1	0	4	-3	-4	-4.1	-2
COC(=O)C1SCC2C(=O)N(Cc3ccccc3)CC(=O)N21 (configuration not stated)	8	3	0	5	6	-1	-3	-3	-2.0	0
Cc1ccc(NC(=O)c2nc[nH]c2C(=O)N(C)CCO)cc1	0	5	-1	-3	-1	-2	-3	2	0.1	-2
CCc1c(C)sc(NC(=O)C2CC2c2ccccc2)c1C(N)=O (configuration not stated)	-6	-5	4	1	-1	12	1	0	-0.7	-5
C=CCN1C(=O)/C(=C\c2cccs2)C(C(=O)OC)=C1C	-4	0	0	7	1	2	3	5	-4.1	0
Cc1ccc(Nc2nc(N)nc(CSC(=S)N3CCOCC3)n2)c(C)c1	-4	-7	-7	-12	4	-3	1	3	-2.5	7
CCc1sc(C(=O)N2CCc3cc(OC)c(OC)cc3C2CC(=O)O)cc1C (configuration not stated)	-6	12	11	2	-2	2	3	-2	0.1	-6
Cc1cc(C)c2[nH]c(O)c(N=Nc3ccc(C(=O)O)cc3)c2c1	-4	5	0	-2	2	-10	-6	-5	-2.5	-1
S=c1nc[nH]c2c1ncn2-c1ccccc1	5	0	3	1	0	-1	6	5	2.8	-1
Cc1cc(C)c2c(=O)n(CC(=O)N3CCC(N4CCCCC4)CC3)sc2n1	-1	3	6	-1	0	15	3	9	-0.6	8
COc1ccc2c(c1)C1=NN(/C(C)=C\C(C)=O)C(c3ccccc3)C1CC2 (configuration not stated)	9	1	10	-21	5	-5	-12	-6	-2.2	1
Cc1cc(NC(=O)COC(=O)[C@H](C)NC(=O)c2ccccc2)no1	-3	3	0	0	0	-16	-2	-2	0.3	0
O=C(N/N=C/C(Br)=C/c1ccccc1)c1ccc([N+](=O)[O-])cc1	4	2	3	-4	-1	48*	-7	1	6.4	-12
Cc1ccc(-c2sc(-c3cccnc3)nc2CC(=O)O)cc1	6	-8	6	2	-6	12	-4	0	0.1	-5
Cc1ccc(NC(=O)CC2SC3=NCCN3C2=O)cc1 (configuration not stated)	10	-5	5	-4	4	-1	4	2	1.3	3
CCCn1c(N)c(C(=O)COC(=O)c2c(C)noc2C)c(=O)n(C)c1=O	-3	3	-7	1	-2	-2	1	14	-0.4	-1
O=C(CC(c1ccccc1)c1ccccc1)Nc1nn[nH]n1	-4	-4	-1	1	-2	-3	4	0	0.7	5
CCOc1ccc(CSC(=N)N)cc1	3	0	4	1	0	9	4	0	-3.5	-1
Cc1ccc(S(=O)(=O)N2C[C@H]3n4c(=O)ccc(=O)n4C[C@H](OC(=O)NCc4ccccc4)[C@@]3(O)C2)cc1	0	3	3	0	-4	-4	-5	2	-0.4	-4
COc1ccc(NC(=O)Cn2nnc(C(=O)NCc3ccccc3OC)c2N)cc1Cl	1	-1	5	1	-3	-9	2	6	-0.1	-5
CCCCNC(=O)C1CC(c2cccc([N+](=O)[O-])c2)=NO1 (configuration not stated)	6	5	-3	2	6	-5	-2	0	-0.8	4
C=CCNC(=S)/C(=C(\[O-])c1ccc(Cl)cc1)[n+]1ccccc1	7	1	3	-4	1	1	5	1	-0.1	0
COCc1cc(C)nc2sc(C(=O)N3CCCC3)c(N)c12	1	6	-3	1	-1	-2	3	0	0.4	1
Cc1ccc(F)c(S(=O)(=O)NC(=O)C2(C)CCN2C(=O)c2cccc3ccccc23)c1 (configuration not stated)	-10	1	16	·	-4	-9	-1	-3	1.7	-6
Cc1ccc(CNC(=O)C2CC(c3cccc(F)c3)=NO2)cc1 (configuration not stated)	7	1	-3	-9	2	5	-1	2	0.7	0
COC(=O)c1scc(C)c1N/N=C(\C)c1ccc(F)cc1	-2	-3	4	4	-3	-16	-6	-15	-1.8	6
CCOc1cccc(/C(O)=C2/C(=O)C(=O)N(CCN3CCOCC3)C2c2cccnc2)c1 (configuration not stated)	-1	11	0	3	-3	-5	-1	-2	1.2	-4
Cc1ccc(N2CC(NS(=O)(=O)c3cccs3)CC2=O)cc1C (configuration not stated)	6	-4	-2	2	-1	-1	1	1	3.0	3
CCCOc1cccc(C(=O)NCCCNC(=O)c2ccccn2)c1	-7	4	-6	0	-2	7	0	-2	-0.5	-3
CC(C)(C)c1ccccc1OCCOCCNCc1ccccc1	7	13	-7	-2	-5	-3	-11	-8	-0.7	-4
CC1CCC2(CCC(=O)N2CCCOC(=O)NC(C)(C)C)CC1 (configuration not stated)	·	0	1	·	2	·	4	0	·	-3
COC(=O)c1ccc(C(=O)OC)c(NC(=O)COC(=O)CCOc2ccc(C)cc2)c1	-5	-7	1	-7	0	10	-6	-4	1.6	-5
COc1ccc(N(C)C(=O)CCS(=O)(=O)c2cccc3nonc23)cc1	-4	-8	5	1	-3	0	-7	-3	-2.1	-5
CCN(CC)C(CNS(=O)(=O)c1ccc(Cl)cc1)c1ccccc1 (configuration not stated)	5	7	-3	3	-4	-4	-9	-18	1.7	1
O=C(NCCCN1CCOCC1)c1ccc2c(=O)n(Cc3ccc(Cl)cc3)c(=S)[nH]c2c1	8	-32	12	-6	-1	-8	-4	2	-1.5	-4
O=C(NCCCN1CCOCC1)c1cc2c(s1)CCCC2	6	8	0	-5	2	6	1	-1	1.1	-4
CC(=O)NC1(C(F)(F)F)C(=O)Nc2c1c(=O)n(C)c(=O)n2C (configuration not stated)	-10	1	-2	5	0	-9	9	-3	1.4	0
CCN(CC)S(=O)(=O)c1ccc(C)c(NC(=O)CSc2nc3ccccc3[nH]2)c1	-4	-7	3	-26	-1	-13	0	1	-1.3	2
Cc1ccc(NC(=S)N(CCCN(C)C)Cc2cc3cc4c(cc3[nH]c2=O)OCO4)c(C)c1	6	-5	0	6	0	-12	·	·	1.2	·
CCOc1cc(S(=O)(=O)NCCCN2CCOCC2)ccc1F	6	3	-2	3	3	7	4	4	-0.1	1
COc1ccc(CCCc2nnc(SCC(=O)Nc3cc(C)c(C)cc3Br)o2)cc1	-2	-6	-3	-17	4	5	-4	-3	-2.6	0
COc1ccc(/C=N/NS(=O)(=O)c2ccccc2)cc1OS(=O)(=O)c1ccc(C)cc1	4	-13	32	-11	0	18	-8	1	-2.1	2
CCCCNC(=O)N(O)C1N(CCCC)C(=O)N(CC(=O)OC)C1(C)C (configuration not stated)	0	-3	-4	-1	1	-1	-3	3	-1.4	-4
CCCn1c(N)c(Sc2ccccc2)c(=O)n(CCC)c1=O	-4	-3	-1	-11	0	-4	7	4	-0.1	4
CN(C(=O)CSc1ccc(S(=O)(=O)N2CCCCC2)cn1)c1ccccc1	-5	4	2	0	-2	-2	0	0	-0.1	4
CCOC(=O)N/N=C\c1ccc(-c2cccc(C(F)(F)F)c2)o1	-3	-2	-4	-7	2	-16	1	1	-2.8	10
CC(=O)NC12CC3CC(C1)CC(C(=O)N1CCN(S(=O)(=O)c4cccc([N+](=O)[O-])c4)CC1)(C3)C2	-3	5	-3	-5	-3	1	-1	0	2.0	3
O=c1[nH]c(=S)[nH]c2c1C(c1ccc(F)cc1)OC(CCC(F)(F)F)C2 (configuration not stated)	7	-10	5	·	-3	-4	-1	-5	-1.0	-5
CC1(C)OC(=O)C(=Cc2ccc[nH]2)C(=O)O1	0	-5	1	8	-1	-10	2	3	-1.2	0
COc1cccc(CC2(CO)CCN(Cc3ccc4cccc(F)c4n3)CC2)c1	0	4	-7	-1	-1	9	2	-4	0.4	2

An excerpt from above in order of molecular weight, low to high:
canonical_smiles	ARFGAP1 inhibitor	mABHD4 FP	rCAG RNA binder	HTRA1 inh	SMARCA2 activ	ASAP1 GAP inh	GC-B act	NPR1 activator	PG9 binder	Rev-erbA mod
CC1(C)OC(=O)C(=Cc2ccc[nH]2)C(=O)O1	0	-5	1	8	-1	-10	2	3	-1.2	0
CCOC(=O)N/N=C\c1ccc(-c2cccc(C(F)(F)F)c2)o1	-3	-2	-4	-7	2	-16	1	1	-2.8	10
CN(C(=O)CSc1ccc(S(=O)(=O)N2CCCCC2)cn1)c1ccccc1	-5	4	2	0	-2	-2	0	0	-0.1	4

Later entries.
canonical_smiles	ARFGAP1 inhibitor	mABHD4 FP	rCAG RNA binder	HTRA1 inh	SMARCA2 activ	ASAP1 GAP inh	GC-B act	NPR1 activator	PG9 binder	Rev-erbA mod
COC(=O)C1C2C=CC3(CN(Cc4cccs4)C(=O)C13)O2 (configuration not stated)	6	-11	3	-1	-2	4	5	3	0.7	-1
COc1cc(C(=O)OCC(=O)Nc2ccc(OC(F)F)cc2)cc(OC)c1OC	3	-9	-5	-2	3	5	1	1	-3.1	1
Cn1ccsc1=NC(=O)c1ccc(Cl)c([N+](=O)[O-])c1	-8	1	-4	1	4	-2	-4	0	1.9	-16
CC1CCC(NC(=O)CCNC(=O)c2ccccc2)CC1 (configuration not stated)	-2	-1	-1	-15	2	6	·	·	-1.1	·
Cc1cc(Cl)ccc1C(O)c1ncc(-c2ccccc2C(F)(F)F)[nH]1 (configuration not stated)	13	-6	-1	·	0	5	-5	-7	0.2	-1
CC(C)(C)OC(=O)N1CCN(C(=O)c2[nH]cnc2C(=O)Nc2nccs2)CC1	1	-3	9	3	-1	2	0	-1	0.9	-1
O=C1C(=O)N(CCS(=O)(=O)c2ccccc2)c2ccccc21	13	-9	4	0	1	6	0	-5	-0.4	-2
CCCCCCCCN1C(=O)[C@@H](CC(=O)NCCCC)C[C@@]2(C(=O)OC)C1=C[C@H](COCc1ccccc1)O[C@@H]2C	·	4	4	·	-1	·	1	-8	·	-1
CCOc1cccc(/C=N/Nc2nc(N3CCCC3)nc(N3CCCC3)n2)c1O	3	-7	-3	-5	-2	18	-1	-1	0.4	5
CCCOc1ccc(C2=NNC(c3cccs3)=Nc3ccc(OC)cc32)cc1	-1	-1	6	-16	1	-11	-3	2	-3.2	1
C=CCCC(=O)N1C[C@H]2CON(C)[C@H]2C[C@H]1c1ccc(N2CCCCC2)cc1	11	-9	2	·	-4	-3	0	0	-2.5	5

The order is random; any-hit rate near 4.4%.
